LGR2 antag = inhibitors of bursicon-induced LGR2 CRE-luciferase signal, primary screen, cell-based, HEK293, CRE-luciferase reporter, bursicon stimulation; inhibition, % at 9.99 µM; Drosophila bursicon receptor LGR2 (rickets); actives 0.35% (n = 380,000); bursicon-stimulated, 4 h; AID 720647, 2013;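 active = drop in luminescence signal, shown as inhibition above about 50% in the replicate tests, limit read from the data, passing the limit was not always enough; inconclusive = probably only some replicates passing the limit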;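 also: agonist challenge used bursicon conditioned medium at about half maximal strength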
PglD DTNB = C. jejuni PglD acetyltransferase inhibitors, primary screen, biochemical, DTNB colorimetric, single point; UDP-N-acetylbacillosamine N-acetyltransferase PglD (Campylobacter jejuni); purified PglD enzyme, DTNB colorimetric CoA detection; inhibition, % at 12.5 µM; actives 0.098% (n = 360,000); AID 602405, 2012; in the data active = inhibition above about 16%, passing the limit was not always enough; inconclusive = no clear call, values can overlap the other calls; also: strong numbers were not always called active
PAX8 inh HTS = inhibitors of PAX8-driven TPO luciferase reporter, primary screen, RMG-I cells, single concentration. SteadyGlo, 24 h. inhibition, % at 12.6 µM. actives 1.2% (n = 360,000). AID 652154, 2013;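 active = mean replicate inhibition at least 60% with every replicate also reaching 60%; inconclusive = only one of the two criteria is met; inactive = mean below 60% and not all replicates reaching 60%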;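 also: luciferase light reporting Pax8 driven TPO promoter activity; plate controls were median of neutral control wells for no effect and mitoxantrone controls for full effect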
ERAP1 HTS inh = human ERAP1 aminopeptidase inhibitors, primary screen, biochemical, single point, plate reader. inhibition, % at 10.7 µM. Endoplasmic reticulum aminopeptidase 1 (Homo sapiens), Q9NZ08. actives 0.15% (n = 340,000). recombinant ERAP1, Leu-AMC fluorescence, 60 min;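 active = mean replicate inhibition of at least 30%, or all replicates individually reaching that 30% level; inactive = mean below 30% and not every replicate reaching it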;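 also: 0% = neutral control wells and 100% = L-leucinethiol positive control wells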
Target sequence (Q9NZ08 whole entry, looked up): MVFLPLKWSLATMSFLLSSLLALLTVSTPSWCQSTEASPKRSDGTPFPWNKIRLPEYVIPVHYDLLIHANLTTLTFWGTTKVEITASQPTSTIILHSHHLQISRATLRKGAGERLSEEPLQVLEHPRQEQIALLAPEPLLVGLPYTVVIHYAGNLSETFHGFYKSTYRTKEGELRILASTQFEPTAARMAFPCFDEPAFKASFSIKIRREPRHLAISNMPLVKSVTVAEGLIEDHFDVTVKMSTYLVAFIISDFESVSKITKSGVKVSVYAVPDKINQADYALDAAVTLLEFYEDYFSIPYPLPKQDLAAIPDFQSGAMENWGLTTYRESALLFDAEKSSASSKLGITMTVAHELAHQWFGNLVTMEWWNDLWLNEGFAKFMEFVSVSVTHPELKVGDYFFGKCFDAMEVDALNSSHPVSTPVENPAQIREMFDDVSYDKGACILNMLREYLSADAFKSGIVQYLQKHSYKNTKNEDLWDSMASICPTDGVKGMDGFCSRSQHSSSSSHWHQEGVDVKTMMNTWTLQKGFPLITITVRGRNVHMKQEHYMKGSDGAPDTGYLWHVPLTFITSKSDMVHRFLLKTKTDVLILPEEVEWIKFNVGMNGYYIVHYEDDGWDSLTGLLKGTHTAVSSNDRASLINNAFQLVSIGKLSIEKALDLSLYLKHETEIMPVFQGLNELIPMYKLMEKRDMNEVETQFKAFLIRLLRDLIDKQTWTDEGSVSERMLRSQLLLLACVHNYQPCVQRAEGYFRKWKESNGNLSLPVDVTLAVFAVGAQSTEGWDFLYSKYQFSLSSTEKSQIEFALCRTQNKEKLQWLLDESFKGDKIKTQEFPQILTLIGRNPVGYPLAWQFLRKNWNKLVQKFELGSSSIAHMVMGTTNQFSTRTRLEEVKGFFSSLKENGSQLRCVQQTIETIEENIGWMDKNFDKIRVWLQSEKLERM
FN deposition inh = inhibitors of fibronectin matrix deposition, primary screen, AH1F cells, Alexa488-fibronectin fluorescence, plate reader | AH1F fibroblasts, overnight | inhibition, % at 12.6 µM | actives 0.086% (n = 350,000);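 active = mean inhibition across replicates of 30% or more, regardless of how many single replicates reach that level; inconclusive = mean under 30% yet at least half of replicates reach 30%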;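 also: positive control wells lacked labelled fibronectin entirely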
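Measured by – fluorescence 485/525 nm · System – AH1F fibroblast monolayer, labelled fibronectin deposition · Amount – 10000 cells per well · Buffer or medium – serum-reduced DMEM (2% serum) · Doses – single dose, pinned · Also added – fluorescent fibronectin at 24 nM final · Schedule – 1 h cell attachment, overnight exposure to compound and label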
EWS-Fli block = EWS/Fli-driven NR0B1 reporter inhibitors, primary screen, A673 cells, NR0B1 luciferase, luminescence, MLPCN library; inhibition, % at 12.6 µM; AID 651661, 2012; viability-normalised; actives 0.67% (n = 350,000);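 active = mean inhibition of at least 50% after viability correction, with every replicate also passing that limit; inconclusive = mean reaches 50% but only one of two replicates passes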;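 also: firefly luciferase signal divided by Alamar Blue viability fluorescence both relative to DMSO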
S100A4 inh HTS = inhibitors of S100A4-myosin IIA peptide binding, primary screen, biochemical, fluorescence polarization, TAMRA-MyoIIA peptide; inhibition, % at 10.7 µM; AID 652163, 2013; Protein S100-A4 (Homo sapiens), P26447; actives 0.14% (n = 360,000);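 active = mean inhibition of at least 70% across replicates, with every replicate also reaching that level; inconclusive = mean inhibition reaches 70% but some replicates fall short; inactive = mean inhibition below 70%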
Target sequence (P26447 whole entry, looked up): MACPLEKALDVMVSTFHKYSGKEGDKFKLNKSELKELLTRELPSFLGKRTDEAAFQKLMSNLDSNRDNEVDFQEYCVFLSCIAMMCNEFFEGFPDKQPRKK
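Material: S100A4 monomer (human). Medium: Calcium-containing HEPES buffer, pH 7.2. Probe or stimulus: labelled myosin peptide probe, 5 nM. Compound dosing: one concentration per compound. Timing: polarization read 5 min after assay mix addition, stable 5–60 min. Benchmarks: DMSO as neutral control, TFP as positive control.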
PGC1a acetyl inh = inhibitors of PGC1a acetylation signal, primary screen, cell-based, U2OS, AlphaScreen, inhibitor mode; AlphaScreen anti-acetyl-lysine; with virally co-expressed GCN5 acetyltransferase; inhibition, % at 15.6 µM; actives 0.17% (n = 350,000); AID 651687, 2012;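 active = every replicate shows inhibition of at least 40%; inconclusive = mean inhibition at least 40% but some replicate below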;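 also: 0% = neutral control wells and 100% = positive control wells; some results beyond the cut were filed as inactive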
Numbers without * were called inactive; ? = inconclusive; · = no result given.

SMILES	LGR2 antag	PglD DTNB	PAX8 inh HTS	ERAP1 HTS inh	FN deposition inh	EWS-Fli block	S100A4 inh HTS	PGC1a acetyl inh
O=C(c1ccccn1)N1CC2(C1)[C@H](c1ccccc1)[C@H](CO)N2C(=O)C1CCCC1	-22	·	·	0	3	-9	-1	3
CN1CCc2cccc3c2[C@@H]1Cc1ccc(O)c(O)c1-3	·	-1	·	·	-13	·	17	4
COC(=O)c1ccc2nc(-c3ccc(Cl)cc3)c(Cc3ccc(OC)cc3C)n2c1	-9	·	-45	0	1	-22	-7	·
CC1(C)C2CCC1(C)C(OC(=O)CC(=O)O)C2 (stereo unspecified)	0	·	·	0	·	-3	5	·
COC(=O)C1=C(C)NC(=S)NC1c1cccc(OC)c1 (stereo unspecified)	5	·	-14	4	-4	-14	-6	·
CCOc1ccc(CCN2C(=O)C(=O)N([C@@H](CC(C)C)CN3CCC[C@H]3CN3C(=O)C(=O)NC[C@@H]3CC(C)C)C[C@@H]2CC(C)C)cc1	9	·	4	1	-2	6	2	·
CSC1=NCCN1C(=O)COc1ccc2ccccc2c1	16	0	-9	-1	-5	1	1	5
Cc1nc(NC(=O)c2ccccc2)sc1-c1csc(N)n1	·	-1	-64	·	-7	·	·	1
Cc1ccc(C(=O)OCC(=O)Nc2cc(Cl)ccc2C#N)o1	5	-6	9	-2	·	-5	0	10
Cc1[nH]c(=O)[nH]c(=O)c1S(=O)(=O)Nc1cccc(C(F)(F)F)c1	-7	1	-11	-3	3	-1	1	-2
C=CCc1ccccc1OCC(O)CN1CCN(CCO)CC1 (stereo unspecified)	6	3	0	-1	-2	-3	1	7
O=C(Nc1cccc(C(=O)N2CCCCC2)c1)c1ccccc1	1	7	-3	-2	-3	-14	-15	-1
Cc1nnc(SCC(=O)Nc2ccc3[nH]c(=O)[nH]c3c2)s1	-14	·	3	2	-2	-18	-3	·
C[C@H]1CN([C@@H](C)CO)C(=O)Cc2cc(NC(=O)Cn3cnnn3)ccc2O[C@H]1CN(C)C(=O)Nc1ccccc1	-4	2	-3	1	·	0	-3	4
C/C(=N\NC(=O)c1ccccn1)c1ccc(C(=O)O)s1	0	·	-23	5	-17	-23	4	·
Cc1cc(C(=O)NC2CCCc3ccccc32)no1 (stereo unspecified)	-1	2	·	·	-8	·	·	-8
CC(=O)Nc1cccc(NC(=O)C2CCCN2C(=O)Nc2ccccc2C)c1 (stereo unspecified)	-7	-1	·	·	6	·	·	1
O=C(CCCn1c(=S)[nH]c2ccsc2c1=O)Nc1ccc2c(c1)OCO2	-6	1	8	0	-7	6	-4	·
O=C(O)c1ccc(N=NN2CCOCC2)cc1	3	·	-18	·	12	·	·	8
CC(C)n1ncc2c(C(=O)N3CCN(S(=O)(=O)c4cccc(F)c4)CC3)cc(C3CC3)nc21	-4	-1	3	-3	-1	-6	-4	6
CC(=O)N1CCc2cc(S(=O)(=O)C(C)CC(=O)NCc3ccc(C)o3)ccc21 (stereo unspecified)	19	6	4	1	1	-9	-2	3
N#C/C(=C/c1ccc(F)cc1)C(N)=S	33	·	11	6	-10	-4	4	·
O=C(N/N=C/c1ccccc1)c1cc[n+]([O-])cc1	-18	·	20	4	1	-2	-2	-6
COc1ccc(C)cc1NC(=O)CSc1nnc(-c2ccco2)n1Cc1ccco1	·	-2	-15	·	3	·	·	-11
C[C@@H]1CN([C@H](C)CO)S(=O)(=O)c2ccc(C3=CCCC3)cc2O[C@@H]1CN(C)C(=O)C1CCCCC1	10	-1	·	0	·	11	9	-7
CO[C@@H]1CN(C)C(=O)c2cc(NC(=O)Nc3c(C)noc3C)ccc2OC[C@H](C)N(CC2CC2)C[C@H]1C	8	-2	-1	1	4	4	12	-3
CCCn1c(=O)[nH]c(=O)c2c1nc(-c1cccs1)n2CCOC	-4	-10	8	0	6	-8	1	-6
Cc1cc(C)n2nc(SCc3nnc(SCc4ccccc4C)s3)nc2n1	10	-6	·	-2	·	1	0	2
COc1ccc(-c2c(C(=O)O)c(C(=O)O)c3n2CCC3)cc1	-8	-3	-24	3	1	15	2	-2
Cc1ccc(-c2nnn(CC(=O)N(CCO)C(C(=O)NC3CCCC3)c3ccc(F)cc3)n2)o1 (stereo unspecified)	4	·	-2	5	-2	10	10	-21
CSc1ccc(CN2CCC2(C)C(=O)Nc2cccc(NS(C)(=O)=O)c2)cc1 (stereo unspecified)	-12	-2	13	2	3	4	1	·
C[C@@H]1CN([C@H](C)CO)C(=O)c2cccc(N(C)C)c2O[C@@H]1CN(C)C(=O)Nc1ccc(C(F)(F)F)cc1	-3	4	15	1	·	-16	-7	-2
CCOC(=O)Cc1csc(SCC(=O)N(CC(C)C)c2c(N)n(Cc3ccccc3)c(=O)[nH]c2=O)n1	14	0	2	1	-7	4	-7	·
COc1ccccc1NCCC(=O)OCC(=O)Nc1ccccc1Cl	0	0	-1	0	-3	5	-3	·
Cc1cccc(C=CC(=O)c2ccc(Cl)cc2)c1	1	-6	-3	-3	-11	-49	-4	6
CCO[C@@H]1OC(C(=O)NCc2nc3ccccc3[nH]2)=C[C@H](C(C)(C)C)[C@H]1CCCO	-8	-7	64*	1	-12	53*	-1	-21
CCCCc1nnc(NC(=O)CSc2nc(O)c(-c3ccccc3)c(=O)[nH]2)s1	7	·	12	0	-10	1	-1	·
CN(/N=C/c1cc(Cl)cc(Cl)c1O)C(=S)NC(C)(C)C	12	·	-3	·	-6	10	14	·
COC(=O)c1ccccc1NS(C)(=O)=O	-1	-3	-14	1	0	2	-8	4
COc1ccc(-c2cnc3c(NC(C)=O)cc(-c4ccccc4OC)cn23)cc1OC	-19	-2	19	8	2	?	5	-17
CC(C)CNC(=O)c1ccccc1N(Cc1ccccc1)S(C)(=O)=O	4	-12	12	5	4	5	1	-3
CN(C(=O)COC(=O)c1cccc(S(=O)(=O)N2CCCCCC2)c1)C1CCS(=O)(=O)C1 (stereo unspecified)	10	-1	-4	0	-1	5	-3	·
CC(NC(=O)c1ccc(Br)s1)c1ccncc1 (stereo unspecified)	16	·	16	-19	·	10	-2	2
Cc1ccc(-n2nc3c(N4CCC(C(=O)NCCc5cccs5)CC4)nnc(C)c3c2C)cc1	-2	-2	71*	-35	14	·	-2	·
Cc1cc(=O)oc2c(C)c(OC(C)C(=O)NCc3ccccn3)ccc12 (stereo unspecified)	1	3	11	1	9	11	3	-12
CSC1=N/C(=C\c2cccc(F)c2)C(=O)S1	·	-5	1	·	0	·	·	-9
Cc1cc(C)cc(C(=O)N(CCc2ccccc2)C2=CC3CCC(C2)N3C)c1 (stereo unspecified)	-2	·	1	12	-1	7	-14	·
CC(=O)Nc1ccc(OCc2cn(CC(=O)c3ccc(O)cc3)nn2)cc1	-7	-1	-4	-6	-6	-8	21	-5
CC[N+]1(CC)CC2CCC(C)(C1)C2(C)C (stereo unspecified)	-21	3	10	0	14	-4	6	·
O=C(NC1Cc2ccccc2C1)[C@H]1[C@H](CO)[C@H]2Cn3c(cccc3=O)[C@H]2N1C(=O)C1CCC1	-9	0	-2	1	·	-2	6	-3

The listing continues.
SMILES	LGR2 antag	PglD DTNB	PAX8 inh HTS	ERAP1 HTS inh	FN deposition inh	EWS-Fli block	S100A4 inh HTS	PGC1a acetyl inh
Clc1ccccc1N1CCN(Cc2c[nH]c3ccccc23)CC1	·	6	1	0	-6	25	-1	-14
CN(C)CCOC1c2ccccc2C=Cc2ccccc21	-1	·	3	·	5	-2	-7	·
CC(C)C#Cc1cnc2c(c1)C(=O)N([C@@H](C)CO)C[C@H](C)[C@@H](CN(C)C(=O)c1cnccn1)O2	7	10	·	-6	-5	-7	7	5
Cc1nn(C2CCS(=O)(=O)C2)c(Cl)c1/C=C/C(=O)OCC(=O)Nc1ccccc1[N+](=O)[O-] (stereo unspecified)	11	·	-1	0	-3	1	-1	·
C/C(=N\NC(=O)Cc1ccc([N+](=O)[O-])cc1)c1cccnc1	3	1	0	2	-5	0	-9	3
Cc1cc(N2C(=O)C(O)=C(C(=O)c3cc4ccccc4o3)C2c2ccc(Br)cc2)no1 (stereo unspecified)	-4	0	-11	5	2	·	6	·
COc1cc(NC(=O)c2cc(S(=O)(=O)N3CCCCC3)ccc2N2CCOCC2)cc(OC)c1OC	4	0	-14	1	-9	7	-2	6
Cc1ccc(Cl)cc1NC(=O)NCCN1CCCCC1	3	-4	9	1	8	-39	-2	1
O=C(NCCCN1CCN(CCCNC(=O)c2cccc(Cl)c2)CC1)c1cccc(Cl)c1	33	3	10	·	0	·	·	·
C[C@H]1CN([C@@H](C)CO)C(=O)c2cc(C#CC(C)(C)O)cnc2O[C@H]1CN(C)C(=O)CN(C)C	4	-4	·	0	·	-3	-2	5
O=C(COc1ccc(Cl)cc1Cl)NN1C(=O)C2C3C=CC(C3)C2C1=O (stereo unspecified)	6	·	-20	-3	-2	2	2	·
NS(=O)(=O)c1ccc(CCNCc2cccs2)cc1	2	·	-2	9	1	6	-3	7
COc1ccc(COCC23N=C4SCc5ccccc5C(=O)N4[C@H](c4ccccc4O2)[C@H]3COC(=O)c2ccccc2)cc1	·	-1	-10	-2	·	-10	-28	·
COCC(C)n1c(SCc2ccc(C(=O)OC)o2)nc2ccccc2c1=O (stereo unspecified)	4	3	·	-7	·	19	1	-1
O=C(NCc1nnnn1-c1ccc(F)cc1)c1ccc(S(=O)(=O)N2CCOCC2)cc1	-1	-1	6	3	-7	-5	0	-4
O=C(C[C@H]1C[C@@H]2c3cc(NC(=O)C4CCOCC4)ccc3O[C@@H]2[C@H](CO)O1)NCc1ccccn1	-12	-4	-5	0	6	2	5	0
O=C(Nc1ccccc1C(F)(F)F)NC1(C(=O)N2CCOCC2)CCCCC1	-17	-2	9	0	-2	-19	-3	-8
Nn1c(SCC(=O)Nc2ccc(F)cc2)nnc1-c1ccccn1	·	-3	1	·	-9	·	·	6
Cc1ccc(-c2cc(C(=O)N(C)CC(=O)Nc3ccccc3Br)c3ccccc3n2)o1	0	-1	7	-8	8	-13	-13	·
O=S(=O)(NCC(Nc1ccccc1)c1ccccc1)c1ccc(Cl)cc1 (stereo unspecified)	17	4	10	·	-7	·	·	-22
Cc1ccccc1C(=O)Nc1ccccc1C(=O)NCC(C)C	·	-2	-10	-5	-12	12	-2	0
C=C1CC2C=C(NC(C)=O)CC(C1)C2 (stereo unspecified)	-20	·	·	0	·	1	-1	·
CN(C)C(=O)c1cccc(-c2ccc3c(c2)[C@H]2[C@H](CCN2C(=O)c2cccnc2)[C@@H](CO)N3)c1	-2	1	-15	·	-1	-6	·	5

Quoted at random: 2 records from the list
SMILES	LGR2 antag	PglD DTNB	PAX8 inh HTS	ERAP1 HTS inh	FN deposition inh	EWS-Fli block	S100A4 inh HTS	PGC1a acetyl inh
O=C(COc1ccc(Cl)cc1Cl)NN1C(=O)C2C3C=CC(C3)C2C1=O (stereo unspecified)	6	·	-20	-3	-2	2	2	·
CN(C)C(=O)c1cccc(-c2ccc3c(c2)[C@H]2[C@H](CCN2C(=O)c2cccnc2)[C@@H](CO)N3)c1	-2	1	-15	·	-1	-6	·	5

High-throughput results as filed in PubChem.
